A-T KAP1 phos = potential ataxia-telangiectasia treatments restoring KAP-1 phosphorylation | Potency, µM (series often up to 57.5 µM), for the others: at the highest dose activation, hits mostly activators | […] A-T fibroblasts, KAP-1 phosphorylation AlphaLISA; neocarzinostatin DNA damage 30 min before lysis | AID 485349 | 0.19% of 320,000 active; also: potency is read from the fitted curve at half-maximal effect; % of control where 0% means no effect; nearly all actives have a fitted effect of over 45% in size
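ATM-like activity read as KAP-1 phosphorylation via AlphaLISA donor/acceptor antibody pairs after lysis and 6 hr at 25C. Cells were ATM-null patient fibroblasts ([…], hTERT), dosed 60 min, then exposed to the DSB inducer NCS for 30 min.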
hERG WT inh = KCNH2 (human, wildtype) channel inhibition; activity change, % at 1.84 µM; U2OS, BacMam KCNH2, thallium flux FluxOr; stronger effect = lower value; 0.37% of 340,000 active; Q12809;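 active = maximum activity change below -70%; inconclusive = maximum activity change between -70% and -50%; inactive = maximum activity change above -50%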; also: % is scaled to controls: 0 for no effect and ±100 for the full control effect
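U2OS cells transduced with wild-type KCNH2 virus are loaded with FluxOr dye for 45 min, and thallium flux is measured in kinetic reads before and after stimulation buffer. Rate constants are normalized to DMSO controls.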
KCNH2 3.1 inh = blocks the human KCNH2 3.1 channel isoform; U2OS KCNH2 3.1, thallium flux FluxOr; stronger effect = lower value; 0.95% of 340,000 active; activity change, % (tested at about 1.8 µM);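 active = maximum activity change below -70%; inconclusive = maximum activity change from -70% to -50%; inactive = maximum activity change above -50%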;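 also: thallium influx rate constant from kinetic fluorescence after stimulation buffer; % is scaled to controls: 0 for no effect and ±100 for the full control effect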
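Measured as rate of thallium-driven FluxOr signal in transduced U2OS cells carrying the 3.1 channel, read kinetically for 2 min upon stimulation; values are rate constants scaled to DMSO control wells.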
TRPV1 agonist = activates the human vanilloid receptor TRPV1; Q8NER1; TRPV1-expressing cells, Fluo-8 calcium influx, agonist mode; activation, % at 8.33 µM; 0.19% of 320,000 active; in the data active = activation above about 80%; inconclusive = between about 30% and that limit; also: 0% is about no effect
Target sequence (Q8NER1 whole entry, looked up): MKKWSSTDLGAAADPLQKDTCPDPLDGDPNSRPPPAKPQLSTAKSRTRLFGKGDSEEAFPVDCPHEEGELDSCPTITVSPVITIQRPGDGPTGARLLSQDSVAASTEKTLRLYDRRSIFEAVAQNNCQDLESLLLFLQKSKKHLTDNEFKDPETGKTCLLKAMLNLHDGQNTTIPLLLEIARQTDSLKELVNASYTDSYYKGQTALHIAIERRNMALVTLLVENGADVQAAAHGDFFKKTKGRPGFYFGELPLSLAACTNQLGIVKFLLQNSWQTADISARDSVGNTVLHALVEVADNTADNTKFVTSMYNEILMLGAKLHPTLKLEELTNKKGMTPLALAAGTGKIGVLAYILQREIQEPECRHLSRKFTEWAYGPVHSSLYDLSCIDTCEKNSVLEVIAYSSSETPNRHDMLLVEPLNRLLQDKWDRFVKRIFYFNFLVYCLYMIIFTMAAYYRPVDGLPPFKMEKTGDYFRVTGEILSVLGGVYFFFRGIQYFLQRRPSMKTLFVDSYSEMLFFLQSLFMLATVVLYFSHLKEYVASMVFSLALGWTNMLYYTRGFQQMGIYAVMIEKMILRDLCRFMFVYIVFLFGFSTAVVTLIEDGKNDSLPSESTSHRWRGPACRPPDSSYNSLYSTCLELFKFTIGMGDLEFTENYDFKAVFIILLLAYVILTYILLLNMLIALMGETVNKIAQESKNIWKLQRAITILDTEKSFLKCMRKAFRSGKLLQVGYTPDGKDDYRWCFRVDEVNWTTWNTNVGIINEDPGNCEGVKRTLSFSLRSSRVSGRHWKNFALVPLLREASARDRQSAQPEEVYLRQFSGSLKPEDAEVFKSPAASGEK
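TRPV1-expressing cells were cultured overnight at 35.5C and loaded with Fluo-8 calcium dye for 40 to 90 min at room temperature. After a 10 s baseline, compound was added and calcium influx was read kinetically for 3 min (ex 480/em 520 nm).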
TSHR antag = human thyrotropin receptor antagonism. P16473. TSHR-expressing cells, TSH-stimulated cAMP HTRF, 2 h; stronger effect = lower value. activity change, negative = inhibition, % at 11.5 µM. 0.2% of 330,000 active;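 active = activity change below a set negative limit, meaning inhibition stronger than a set level, cut at about -70% in these data; inconclusive = activity change between two set negative limits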; also: % is scaled to controls: 0 for no effect and ±100 for the full control effect
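TSHR-expressing cells were treated with compounds, then stimulated with TSH at EC80 (4nM final) for 2 hours at 37 deg C. Cellular cAMP was measured by HTRF competition between lysate cAMP and cAMP-d2 for a cryptate-labelled anti-cAMP antibody.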
Eya2 inh = inhibitors of human Eya2 phosphatase activity; O00167; recombinant Eya2, OMFP fluorescence dephosphorylation (OMFP is methylfluorescein phosphate); Potency, µM (highest dose often 76.9 µM), without a hit: at the highest dose activity, negative = inhibition, most hits filed as inhibitors; 0.006% of 330,000 active; also: potency is read from the fitted curve at half-maximal effect; % is scaled to controls: 0 for no effect and ±100 for the full control effect
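Eya2 (0.2 uM) preincubated 10 min at ambient with compound, then OMFP substrate added at 50 uM; 10 min reaction in 50 mM HEPES pH 7.5, 50 mM NaCl, 5 uM MgCl2, 0.05% BSA, 1 mM DTT. Fluorescence read at Ex 485/Em 525 nm.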
ELG1 DNA repair = inhibitors of ELG1-dependent DNA repair in HEK293T cells; Potency, µM (titrated, usually from 46.1 µM), for inactives: at the top dose activity change, negative = inhibition, most hits filed as inhibitors; 2.3% of 330,000 active; AID 504467; HEK293T ELG1-luciferase reporter, luminescence, 16 h; DNA damage induced by 5-fluorouridine; also: potency is read from the fitted curve at half-maximal effect; % is scaled to controls: 0 for no effect and ±100 for the full control effect; nearly all actives have a fitted effect of over 55% in size
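Luminescence from the luciferase reporter, measured 30 min after ONE-Glo reagent at room temperature, was the read-out. Beforehand, 2,000 cells per well were exposed for 16 hr at 37 °C to 5-fluorouridine together with compound or vehicle.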
Mito fusion yeast = blocks mitochondrial division or promotes mitochondrial fusion; S. cerevisiae fusion-defective mutant growth rescue, CellTiterGlo 48 h; Potency, µM (highest dose often 46.1 µM), inactives show at the highest dose growth rescue (activation), actives largely listed as activators; 0.23% of 320,000 active; AID 485298;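 also: potency is read from the fitted curve at half-maximal effect; % of control where 0% means no effect; nearly all actives have a fitted effect of over 45% in size; temperature-sensitive fusion mutants such as fzo1-1 at 37 °C on non-fermentable ethanol glycerol medium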
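Compounds are tested for their ability to restore growth of mitochondrial fusion-defective yeast strains at non-permissive 37C in YPEG medium over 48 hours. Viability is quantified by luciferase luminescence.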
USP2a block = inhibitors of human ubiquitin-specific protease USP2a. USP2 core, Ub-CHOP2 coupled fluorogenic reporter, 485/531. AID 463254. 0.01% of 330,000 active. O75604. Potency, µM (top dose mostly 38.3 µM), inactives show top-dose activity change, negative = inhibition, most hits filed as inhibitors;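 also: potency is read from the fitted curve at half-maximal effect; plate controls were DMSO wells for no effect and full inhibition by NEM control for full effect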
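Deubiquitinase activity read as fluorescence (485/531 nm) after Ub-CHOP2 cleavage activates the enterokinase reporter on its substrate; USP2 core 10nM, Ub-CHOP2 and substrate 25nM each, 30min compound preincubation then 60min RT; data normalized to NEM, curves fitted.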
TCR act = activators of T cell receptors; primary human leukocytes, anti-CD3, IL-2 HTRF, 48 h; 330,000 tested, under 10 active; AID 504894; Potency, µM (highest dose often 9.22 µM), for the others: top-dose activation of IL-2 secretion, usual class: activators; also: % of control where 0% means no effect
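HTRF read-out of IL-2 secretion: europium cryptate donor excited at 320nm, d2 acceptor emission at 665nm. Cells were primary human leukocytes incubated 48 hr with compounds and a-CD3 beads, supplying TCR signal only.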
The depositor's hits bear a star; ? = inconclusive; . = not tested or not shown; [ ] = another dose, or the depositor's remark. Unless noted, calls follow the shape of the dose curve; as a rule, active = well fitted curve in the direction sought with a large enough effect; inconclusive = small, poorly fitted or top-dose-only effect, or another doubt; inactive = no such curve, though single readings can be large; an effect the other way counts as inactive or inconclusive. Some of the compounds tested; the hit share may differ from the screen's.

SMILES	A-T KAP1 phos	hERG WT inh	KCNH2 3.1 inh	TRPV1 agonist	TSHR antag	Eya2 inh	ELG1 DNA repair	Mito fusion yeast	USP2a block	TCR act
[O-][n+]1onc2c3cc(-c4ccccc4)nnc3ccc21	-2.1%	-18.0	-6.4	-0.3	-8.2	13.2%	24.3%	-0.6%	4.7%	4.8%
CCOC1CCc2c(C)nc(N)nc2S1 (stereo not drawn)	-5.6%	-9.7	1.3	-6.3	16.2	0.7%	0.0%	9.7%	-1.5%	-4.5%
Cc1nc2ccccc2n1Cc1ccccc1Br	1.7%	4.3	13.0	7.8	-5.6	0.8%	-4.4%	-5.8%	2.9%	5.5%
Cc1cc(-n2c(C)cc(C(=O)COc3ccc4ccc(=O)oc4c3)c2C)no1	-2.6%	2.7	17.3	-2.7	-1.0	-14.3%	?	0.8%	3.5%	1.8%
Cc1ccnc(NC(=O)C2CCCN(c3ncnc4c3nc3n4CCCCC3)C2)c1 (stereo not drawn)	8.2%	-27.2	-0.9	20.0	2.2	15.2%	?	-5.6%	0.8%	-3.7%
CCN(CC(=O)NCc1ccc2c(c1)OCO2)S(=O)(=O)c1ccc(F)cc1	6.1%	-1.4	-10.6	-1.9	25.3	10.7%	-19.1%	6.9%	-3.8%	1.5%
Nc1ccc(N(c2ccccc2)c2ccc(N)cc2)cc1	8.2%	-0.3	-4.6	0.0	-1.1	1.8%	-9.7%	0.7%	-0.6%	-11.1%
CC(C)(C)c1ccc(-c2nnc(SCCC#N)n2C2CCCC2)cc1	4.7%	-0.4	6.2	27.1	-1.4	-15.9%	-15.0%	9.9%	1.0%	1.1%
O=C(N1CCN(CCO)CC1)N1c2ccccc2C=Cc2ccccc21	3.5%	2.2	0.1	4.3	6.1	8.5%	0.7%	-0.2%	0.8%	-2.0%
COc1ccc(S(=O)(=O)N2CCN(c3nc4ccccc4nc3-n3nc(C)cc3C)CC2)cc1	4.0%	.	.	7.1	-12.8	-14.6%	17.7%	1.2%	0.8%	.
CCOC(=O)c1cc2sccc2n1CC(=O)N1CCCc2ccccc21	6.8%	-8.5	-1.5	-0.4	14.7	-16.5%	?	25.1%	-7.2%	2.7%
N=C1C(=O)OCC1c1ccccc1NC(=O)CN1CCOCC1 (stereo not drawn)	5.4%	4.9	21.0	0.7	7.7	0.3%	-3.6%	-2.5%	0.1%	-1.2%[46.1 µM]
Cn1cccc1C1NC(=O)c2c(sc3c2CCC(C(C)(C)C)C3)N1 (stereo not drawn)	-5.7%	15.8	13.4	1.9	-0.1	2.5%	13.2%	3.8%	2.7%	1.6%
COc1ccc(CC(=O)Nc2ccc(S(=O)(=O)N3CCOCC3)cc2)cc1	-2.7%	5.5	7.6	8.4	-6.8	5.6%	-13.9%	-1.3%	0.7%	1.2%
Cc1sc2nc(CN3CCOCC3)nc(NS(=O)(=O)c3cc(Cl)ccc3Cl)c2c1C	-2.9%	-4.6	-2.1	0.1	29.8	-19.9%	2.3%	1.1%	0.7%	-6.1%
COc1cc(C2Nc3cc(Cl)c(S(N)(=O)=O)cc3S(=O)(=O)N2)ccc1OCc1ccccc1 (stereo not drawn)	-2.0%	-10.3	-3.9	0.6	-5.8	-4.5%	?	5.1%	0.4%	2.7%
COc1ccc(NC(=O)COc2ccccc2)c(OC)c1	3.3%	5.8	-4.9	1.2	-5.0	-5.2%	?	4.1%	0.9%	-1.7%
COCCN(C(=O)COC(=O)CCc1ccc(OC)cc1)c1c(N)n(Cc2ccccc2)c(=O)[nH]c1=O	1.9%	-0.1	7.8	-2.3	-2.8	8.4%	-6.6%	2.8%	0.1%	2.6%
CCn1c(=S)[nH]c2sc3c(c2c1=O)CCCC3	6.7%	3.1	51.1	-1.5	18.9	11.1%	-5.4%	2.4%	0.2%	-3.9%
CCCCOc1ccc(C(O)C(CN2CCCCC2)c2ccccc2)cc1 (stereo not drawn)	-1.2%	3.6	-9.3	10.2	2.4	-17.0%	-2.5%	4.0%	0.6%	-5.4%
Cc1ccc(CN2C(=O)CCC2C(=O)NCCN(CC(C)C)CC(C)C)cc1 (stereo not drawn)	-13.3%	7.8	.	6.8	-4.4	-4.2%	15.9%	-7.0%	-0.5%	1.9%
Clc1ccc(C(c2ccccc2)N2CCNCC2)cc1 (stereo not drawn)	.	28.8	4.6	-11.4	24.3	-10.0%	0.0%	-5.8%	-4.0%	-0.7%
O=C(Nc1cccc(F)c1)c1ccc(S(=O)(=O)N2CCCCC2)cc1	-5.2%	22.3	5.0	?	-4.4	-3.2%	?	4.5%	3.7%	0.8%
Cc1cccc(N(C)S(=O)(=O)c2cccc3nsnc23)c1	5.6%	-7.9	-3.2	1.9	-8.8	-21.0%	-5.0%	0.1%	3.4%	3.2%
COc1cccc2sc3cc(NCc4ccc(C)o4)ccc3c(=O)c12	4.8%	-13.3	0.3	.	3.2	14.2%	?	.	-0.1%	12.0%

An excerpt from above in order of the TCR act value, rising:
smiles	TRPV1 agonist	TSHR antag	Eya2 inh	TCR act
Cc1sc2nc(CN3CCOCC3)nc(NS(=O)(=O)c3cc(Cl)ccc3Cl)c2c1C	0.1	29.8	-19.9%	-6.1%
COCCN(C(=O)COC(=O)CCc1ccc(OC)cc1)c1c(N)n(Cc2ccccc2)c(=O)[nH]c1=O	-2.3	-2.8	8.4%	2.6%
[O-][n+]1onc2c3cc(-c4ccccc4)nnc3ccc21	-0.3	-8.2	13.2%	4.8%

New compounds follow
SMILES	A-T KAP1 phos	hERG WT inh	KCNH2 3.1 inh	TRPV1 agonist	TSHR antag	Eya2 inh	ELG1 DNA repair	Mito fusion yeast	USP2a block	TCR act
CCOC(=O)N1CCN(CCCc2ccccc2)CC1	10.1%	9.3	-1.4	7.9	-5.4	-8.5%	16.4%	3.4%	0.2%	.
COc1ccc(C(=O)N2CCCC(CCC(=O)N3CCN(c4ccccn4)CC3)C2)cc1 (stereo not drawn)	3.3%	0.8	.	-3.8	-8.5	-9.5%	-19.2%	-0.2%	1.6%	-2.0%
CCOC(=O)c1c(C)[nH]c(C(=O)N/N=C/c2ccc(Br)cc2)c1C	-0.1%	5.0	-2.9	-4.5	-18.3	10.3%	-4.4%	3.0%	1.7%	8.0%[46.1 µM]
CCNC(=O)CC1S/C(=N/N=C(\C)c2ccccc2)NC1=O (stereo not drawn)	-0.4%	.	-0.4	-2.3	-1.7	1.8%	-0.8%	2.9%	7.3%	13.6%
COc1ccc(C(=O)O/N=C(\N)c2ccc(Cl)cc2)cc1	5.7%	0.2	4.1	4.0	-7.9	10.6%	?	-20.3%	-0.5%	-4.0%
CCC(=O)c1ccc(OCC(O)CN2CCN(S(=O)(=O)c3ccc(NC(C)=O)cc3)CC2)cc1 (stereo not drawn)	3.0%	27.3	0.8	-0.4	-2.6	-0.7%	-14.6%	1.7%	-0.5%	5.4%
Cc1cc(NC(=O)CCC(=O)N(Cc2ccccc2)C2(C(=O)NC3CCCCC3)CCCC2)no1	6.2%	2.2	1.6	-1.9	26.7	0.4%	-1.7%	17.8%	0.4%	-0.3%
O=C(CSc1n[nH]c(-c2cccnc2)n1)OC1CCCCC1	-1.5%	-2.6	1.1	5.0	16.1	5.5%	1.2%	3.5%	-0.4%	7.5%
CN(Cc1nc2ccccc2n1C)S(=O)(=O)c1ccc(Cl)cc1	-7.7%	5.6	6.4	16.8	11.9	9.3%	?	23.9%	2.7%	0.9%
Cc1ccc(C(=O)NCC(=O)OCC(=O)NC(C)C2CC3CCC2C3)cc1 (stereo not drawn)	1.1%	-19.4	1.8	-4.0	6.1	17.5%	23.6%	9.5%	0.4%	7.0%
COC(=O)C1=C(C)NC(C)=C(C(=O)OC)C1c1ccc(-c2cccc(Cl)c2Cl)o1	-3.4%	-5.8	-3.5	3.4	24.5	-11.3%	8.4%	18.3%	-6.7%	8.1%[46.1 µM]
CC(=O)N1CCc2c(sc3c2c(=O)n(-c2ccccc2)c(=O)n3CC(=O)NCC2CCCO2)C1 (stereo not drawn)	-13.4%	0.6	3.5	3.6	-14.9	19.0%	?	-1.7%	-1.0%	-4.2%
CCC1(C)Cc2c(C#N)c(N)sc(=S)c2CO1 (stereo not drawn)	-5.9%	-4.6	-1.8	-4.8	13.0	7.9%	-22.0%	1.7%	-12.5%	4.5%
CCOC(=O)N1CCN(C(=O)/C(=C/c2ccccc2OC)NC(=O)c2ccccc2)CC1	6.0%	-8.6	8.0	-2.0	0.8	1.0%	9.2%	0.6%	1.5%	1.0%
Cc1c(Cl)cccc1NC(=O)c1ccccc1-c1ccccc1C(=O)O	1.2%	-8.2	12.6	-0.7	9.4	12.5%	-2.4%	2.8%	-1.1%	0.4%
CC(NC(=O)CC1Nc2ccccc2NC1=O)c1ccccc1 (stereo not drawn)	1.5%	-1.6	-1.3	0.2	3.7	9.4%	3.3%	-3.3%	1.1%	-0.1%

Screening results: PubChem BioAssay, National Center for Advancing Translational Sciences (NCATS)
